# Compound activity deposited in PubChem BioAssay by National Center for Advancing Translational Sciences (NCATS).
# A-T KAP1 phos: potential ataxia-telangiectasia treatment; Potency, µM (series often up to 57.5 µM), inactives show at the highest dose activation, hits mostly activators; […] A-T fibroblasts, KAP-1 phosphorylation AlphaLISA; neocarzinostatin DNA damage 30 min before lysis; 320,000 tested, 0.19% active; AID 485349; further: potency means the concentration at half of the fitted maximal effect; % of control where 0% means no effect; nearly all actives have a fitted effect of over 45% in size
#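 hTERT-immortalized A-T patient fibroblasts ([…]), 500 cells/well in OPTI-MEM, 1% FBS, got compounds for 60 min, then NCS for 30 min at 37C. Lysates were then assayed for phospho-KAP-1 by AlphaLISA (anti-pKAP1 donor, anti-KAP1 acceptor beads), 6 hr at 25C.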
# Integrin act MD: activates integrin-mediated alleviation for muscular dystrophy. alpha7betagal myoblasts, beta-gal FDG fluorescence, 48 h. Potency, µM (series often up to 38.3 µM), inactives show at the top dose activation, actives largely listed as activators. 350,000 tested, 0.064% active. AID 624291;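 further: potency means the concentration at half of the fitted maximal effect; 100% = response of the positive control SU9516; nearly all actives have a fitted effect of over 60% in size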
#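 alpha7betagal+/- myoblasts (passage 13, 250/well) treated 48 h at 37C with compounds at 1:260 dilution of DMSO stock. Lysed, then beta-galactosidase activity read as FDG fluorescence (ex 480/em 540) after 30 min, with pre-read for autofluorescence.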
# CXXC DNA block: inhibitors of human MLL CXXC domain-DNA interaction; Q03164; MLL-CXXC / FITC-HOXA9 DNA fluorescence polarization; Potency, µM (titrated, usually from 115 µM), inactives show at the highest dose activity change, negative = inhibition, most hits filed as inhibitors; 290,000 tested, 0.037% active; active means well fitted inhibition curve with a large enough effect in the polarisation, with a control signal flat, not every such curve was filed as active; inconclusive means small, poorly fitted or top-dose-only effect, or effect the other way, or a change in a side signal; inactive means no such curve, though single readings can be large or run the other way; the % refers to the polarisation; further: potency means the concentration at half of the fitted maximal effect
#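 Purified MLL-CXXC (added from a 7 uM solution) was preincubated 5 min at ambient with pinned compounds in 50 mM Tris-HCl pH 7.5, 50 mM NaCl, 1 mM DTT, 0.05% BSA. Fluorescein-labeled HOX-A9 DNA (50 nM solution) followed, 30 min, then polarization read.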
# GALK inh: blocks human galactokinase activity | P51570 | Purified GALK, Kinase-Glo residual ATP luminescence | Potency, µM (series often up to 57.5 µM), for the others: at the highest dose activity change, negative = inhibition, hits mostly inhibitors | 270,000 tested, 0.007% active | AID 1868; further: potency means the concentration at half of the fitted maximal effect; on the % scale 0 is the no-effect control and ±100 the full control effect
#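 Compounds were pin-transferred into ATP buffer (35 uM final), then GALK plus galactose (5 nM, 100 uM final) was added. After 1 h at room temperature, Kinase-Glo Plus was added and luminescence read after 10 min.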
# S-ASM inh: blocks human secretory acid sphingomyelinase; AID 504937; 340,000 tested, 0.006% active; P17405; placental ASM, HMU-PC fluorogenic substrate, 60 min; Potency, µM (series often up to 57.5 µM), without a hit: at the top dose activity change, negative = inhibition, most hits filed as inhibitors; further: potency means the concentration at half of the fitted maximal effect
# Target sequence (P17405 47-631 limits assumed): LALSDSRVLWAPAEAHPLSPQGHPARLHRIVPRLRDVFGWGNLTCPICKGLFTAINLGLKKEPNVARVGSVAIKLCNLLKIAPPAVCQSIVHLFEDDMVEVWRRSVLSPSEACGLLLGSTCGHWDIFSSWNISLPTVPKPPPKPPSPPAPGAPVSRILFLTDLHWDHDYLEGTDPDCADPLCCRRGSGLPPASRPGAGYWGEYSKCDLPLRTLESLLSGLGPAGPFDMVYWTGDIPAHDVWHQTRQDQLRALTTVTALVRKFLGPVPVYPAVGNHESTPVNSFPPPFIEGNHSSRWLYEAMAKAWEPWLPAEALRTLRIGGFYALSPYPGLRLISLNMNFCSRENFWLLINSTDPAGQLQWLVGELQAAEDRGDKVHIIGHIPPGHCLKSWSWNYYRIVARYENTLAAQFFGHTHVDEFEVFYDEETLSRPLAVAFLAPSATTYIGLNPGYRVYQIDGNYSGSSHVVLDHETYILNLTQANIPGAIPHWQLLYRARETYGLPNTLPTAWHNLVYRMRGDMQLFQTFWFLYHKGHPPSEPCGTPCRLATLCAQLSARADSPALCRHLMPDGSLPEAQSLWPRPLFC
#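 Fluorogenic HMU-PC substrate (9 uM final) is turned over by placental ASM in 60 min at 37 C after a 10 min compound preincubation. Reaction ended by alkaline stop (pH 10), with fluorescence read at 386/447 nm.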
# hERG WT inh: inhibitors of human wildtype KCNH2 potassium channel; activity change, % at 1.84 µM; 340,000 tested, 0.37% active; U2OS, BacMam KCNH2, thallium flux FluxOr; hits give low values;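 active means maximum activity change below -70%; inconclusive means maximum activity change between -70% and -50%; inactive means maximum activity change above -50%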; further: on the % scale 0 is the no-effect control and ±100 the full control effect
#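 U2OS cells were transduced with wild-type KCNH2 virus (2.03 x 10^8 / mL) for 4 h at room temperature, then cultured overnight at 37 C. Thallium flux was read with FluxOr dye. Rate constants were normalized to DMSO controls.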
# Coupling enz: inhibits coupling enzyme system, counter-screen for aldolase hits | activity change, negative = inhibition, % at 58.2 µM, hits read low | coupling enzyme system counterscreen, AmpLite Red fluorescence | 290,000 tested, 0.67% active; in the data active means activity change below about -30%; further: on the % scale 0 is the no-effect control and ±100 the full control effect
#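 First, compound is pin-transferred into glyceraldehyde-3-phosphate coupling-enzyme reagent at 57.5 uM final and held 10 min at RT. Next, substrate, coupling system and AmpLite Red are added. After 20 min RT, fluorescence (525/598 nm) is read.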
# KCNH2 3.1 block: KCNH2 3.1 (human) potassium channel inhibition | U2OS KCNH2 3.1, thallium flux FluxOr; hits give low values | activity change, % (tested at about 1.8 µM) | 340,000 tested, 0.95% active;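 active means maximum activity change below -70%; inconclusive means maximum activity change from -70% to -50%; inactive means maximum activity change above -50%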;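 further: thallium influx rate constant from kinetic fluorescence after stimulation buffer; on the % scale 0 is the no-effect control and ±100 the full control effect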
#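 Measured as rate of thallium-driven FluxOr signal in transduced U2OS cells carrying the 3.1 channel, read kinetically for 2 min upon stimulation; values are rate constants scaled to DMSO control wells.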
# MBNL1-CUG inh: blocks human MBNL1 binding to CUG repeat RNA; Q9NR56; Potency, µM (doses to about 57.5 µM), for inactives: top-dose activity change, negative = inhibition, most hits filed as inhibitors; TR-FRET MBNL1-His/biotin-(CUG)12 binding, 665/545 ratio; 280,000 tested, 0.036% active; active means well fitted inhibition curve with a large enough effect in the signal ratio, with a control signal flat, not every such curve was filed as active; inconclusive means small, poorly fitted or top-dose-only effect, or effect the other way, or a change in a side signal; inactive means no such curve, though single readings can be large or run the other way; the % refers to the signal ratio; further: potency means the concentration at half of the fitted maximal effect; on the % scale 0 is the no-effect control and ±100 the full control effect
# Target sequence (Q9NR56 whole entry, looked up): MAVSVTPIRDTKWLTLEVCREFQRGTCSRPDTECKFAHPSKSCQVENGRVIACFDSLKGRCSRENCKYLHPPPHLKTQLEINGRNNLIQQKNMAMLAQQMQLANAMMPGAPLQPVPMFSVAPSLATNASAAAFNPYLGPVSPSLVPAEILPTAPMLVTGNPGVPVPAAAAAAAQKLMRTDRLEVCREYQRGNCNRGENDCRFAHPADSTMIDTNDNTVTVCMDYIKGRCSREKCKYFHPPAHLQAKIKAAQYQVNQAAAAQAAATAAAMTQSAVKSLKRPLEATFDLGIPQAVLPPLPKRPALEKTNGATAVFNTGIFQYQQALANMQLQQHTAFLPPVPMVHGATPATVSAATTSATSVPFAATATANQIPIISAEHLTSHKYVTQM
#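 TR-FRET readout: Ex 340 nm, 665/545 nm emission ratio, normalized to buffer-only (basal) and MBNL1-(CUG)12 controls. Complex of MBNL1-His with Biotin-(CUG)12, compounds 92 nM–58 uM, incubated 60 min at room temperature.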
# TRPV1 agonist: activates the human vanilloid receptor TRPV1; activation, % at 8.33 µM; TRPV1-expressing cells, Fluo-8 calcium influx, agonist mode; Q8NER1; 320,000 tested, 0.19% active; in the data active means activation above about 80%; inconclusive means between about 30% and that limit; further: 0% is about no effect
#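 TRPV1-expressing cells were cultured overnight at 35.5C and loaded with Fluo-8 calcium dye for 40 to 90 min at room temperature. After a 10 s baseline, compound was added and calcium influx was read kinetically for 3 min (ex 480/em 520 nm).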
# * marks the source's active call; other numbers are inactive results; ? = inconclusive; . = no result given; [ ] = remark or other dose. Unless noted, the call rests on the fitted dose curve; in most records, active means well fitted curve in the direction sought with a large enough effect; inconclusive means small, poorly fitted or top-dose-only effect, or another doubt; inactive means no such curve, though single readings can be large; an effect the other way counts as inactive or inconclusive.
SMILES,A-T KAP1 phos,Integrin act MD,CXXC DNA block,GALK inh,S-ASM inh,hERG WT inh,Coupling enz,KCNH2 3.1 block,MBNL1-CUG inh,TRPV1 agonist
CC(C)(C)C(=O)N1N=C(c2cccc(NS(C)(=O)=O)c2)CC1c1cccs1 (stereo not given),0%,-14%,2%,-1%,-2%,-13,2,-6,-5%,-6
C=C(C)[C@@H](O)COc1c2ccoc2cc2oc(=O)ccc12,11%,33%,.,.,3%,3,.,-4,.,1
CCOC(=O)CCC(=O)Nc1cccc([N+](=O)[O-])c1,9%,-4%,17%,0%,-1%,-2,6,-1,?,0
CCN(c1ccc(C)c(C)c1)S(=O)(=O)c1c(C)[nH]c(=O)[nH]c1=O,1%,4%,8%,-4%,0%,-13,0,3,-1%,-1
Cc1ccc(N)cc1O,7%,.,.,.,5%,0,.,10,.,1
COc1cccc(C2CC(C(F)(F)F)n3ncc(C(=O)O)c3N2)c1 (stereo not given),11%,10%,-6%,2%,1%,-10,12,15,3%,0
COc1ccccc1/C(C)=N/Oc1cc(N)cc([N+](=O)[O-])c1,5%,39%,.,.,-10%,-1,.,7,.,11
CC(NC(=O)CN1CCN(c2ccc(Cl)cc2)CC1)c1ccccc1 (stereo not given),-3%,-14%,3%,3%,-6%,7,-5,-4,-10%,14
CN(C)c1ccc(/C=N/N=C/c2ccccc2O)cc1,-3%,-25%,24%,2%,18%,-4,1,8,11%,1
COC(=O)c1cc(C(=O)OC)cc(N2C(=O)CC(N3CCN(c4ccccc4)CC3)C2=O)c1 (stereo not given),-4%,-8%,-4%,1%,-1%,0,2,-20,-3%,2
CCOc1ccc(NS(=O)(=O)c2ccc(C(=O)N(C)CC(=O)Nc3cccc(OC)c3)cc2)cc1,.,-38%,.,.,-3%,-16,.,-2,.,.
Oc1ccc(C[C@H]2CNCCN2CCc2cc(C(F)(F)F)cc(C(F)(F)F)c2)cc1,-11%,-48%[inhibitor],.,.,-3%,9,.,-21,.,2
CCC(Sc1ncccc1C(=O)OC(C)C)C(=O)N1CCOCC1 (stereo not given),-5%,11%,-1%,0%,3%,-4,0,14,7%,5
COC(=O)[C@]1(Cc2ccccc2)N[C@H](CN(C)S(=O)(=O)c2ccc(OC)cc2)[C@@H]2C(=O)N(C)C(=O)[C@@H]21,5%,11%,.,.,4%,9,.,-8,.,.
Cc1cc(C)c2c(N=NN3CCCCC3)[nH]nc2n1,-4%,16%,25%,-2%,3%,4,-4,-23,-4%,4
O=C(O)/C(=C\c1cccc(O)c1)c1ccc(S(=O)(=O)N2CCCC2)s1,22%,15%,.,.,0%,2,.,-4,.,1
CCN1CCN(CCNC(=O)CCCCCn2c(=O)[nH]c3cc(C(=O)OC)ccc3c2=O)CC1,0%,22%,-4%,-2%,.,-1,0,4,3%,-6
Cc1noc(C)c1COc1ccc(C(=O)OCC(=O)Nc2cccc(S(=O)(=O)N3CCOCC3)c2)cc1,5%,-8%,-2%,0%,-2%,3,2,6,-17%,2
C[n+]1c2n(c3ccccc31)N=C(c1ccc(-c3ccccc3)cc1)CS2,-2%[11.5 µM],11%,19%,2%,-15%,-2,0,-12,?,-1
O=C(CSc1cccc(C(F)(F)F)c1)Nc1ccc(Cl)cc1Cl,-2%,13%,-2%,-1%,-8%,19,1,15,11%,10
CC(C)NC(=O)c1cc2n(n1)C(C(F)(F)F)CC(c1ccco1)N2 (stereo not given),-2%,17%,7%,14%,0%,-10,3,1,-5%,6
Cc1ccsc1C=Nc1c(C)n(C)n(-c2ccccc2)c1=O,.,21%[7.66 µM],0%,-1%,5%,59,-1,0,11%,3
Cc1cc(C(F)(F)F)nc2c(Cl)c(C(C)(C)C)nn12,-1%,-2%,5%,.,2%,-3,1,5,-12%,-6
COc1ccccc1NC(=O)c1ccccc1-c1ccccc1C(=O)O,-5%,-10%,5%,-2%,2%,-5,7,-7,-9%,4
Cc1cccc(C(=O)N[C@H](C(=O)Nc2cc(S(=O)(=O)N3CCCCC3)ccc2C)C(C)C)c1,-3%,-7%,-1%,1%,-3%,4,0,35,-1%,-2

# Continuation:
SMILES,A-T KAP1 phos,Integrin act MD,CXXC DNA block,GALK inh,S-ASM inh,hERG WT inh,Coupling enz,KCNH2 3.1 block,MBNL1-CUG inh,TRPV1 agonist
Cc1cccc(NC(=O)COC(=O)CN2CCCCCC2=O)c1C,6%,11%,.,.,-1%,11,.,-5,.,.
Cc1cccc(N(CC(=O)N2CCOCC2)S(C)(=O)=O)c1C,-3%,11%,2%,0%,0%,-3,0,-13,-6%,-2
O=C1C=CC(=O)N1Cc1ccccn1,.,-20%,.,.,-3%,3,.,21,.,.
Cc1cc(C)c(OCC(=O)Nc2ccccc2N2CCOCC2)c(C)c1,4%,?,0%,3%,-11%,-9,-1,5,1%,?
CCc1cccc(NC(=S)N(CCOC)C2CCN(C(C)=O)CC2)c1,-5%,16%,-2%,-1%,-1%,-1,0,21,4%,1
Cc1ccccc1OCC(=O)Nc1ccc2c(c1)C(=O)c1ccccc1C2=O,1%,-10%,0%,1%,-4%,-3,-1,11,.,5
O=C(O/N=C1\CCCCC1c1ccc([N+](=O)[O-])cc1[N+](=O)[O-])c1c(F)cccc1F (stereo not given),-1%,-36%,3%,-1%,-7%,-13,-31*,?,?,.
O=Cc1sc(N2CCOCC2)nc1-c1ccccc1,-12%,.,29%,1%,.,.,2,.,8%,11
O=C1CC(N2CCSCC2)C(=O)N1c1ccc(Br)cc1 (stereo not given),-3%,-3%,-2%,3%,7%,12,0,0,7%,-3
O=C(Nc1ccc([N+](=O)[O-])cc1)C1CC1(c1ccccc1)c1ccccc1 (stereo not given),-1%,28%,0%,0%,-10%,-40,-5,-1,-8%,?
COc1ccc2nc(SCc3ccccc3)nc(C)c2c1,20%,22%,?,0%,254%[activator],-9,1,9,?,0
COC(=O)c1onc(-c2ccccc2)c1C(=O)OC,5%,15%,-4%,-1%,4%,-14,-2,-1,-3%,-2
CCC(C)NC(=O)Cn1cc(S(=O)(=O)N2CCN(c3ccccc3F)CC2)c2ccccc2c1=O (stereo not given),-1%,27%,20%,7%,0%,0,1,-2,5%,-1
Cc1ccc(S(=O)(=O)CCSc2n[nH]c(=O)n2-c2ccccc2)cc1,11%,-31%,1%,-2%,3%,4,-2,8,.,4
CSCCC(NC(=O)c1ccco1)C(=O)NCC1CCCO1 (stereo not given),7%,-17%,.,.,2%,-9,.,-5,.,-1
CCc1ccccc1N1C(=O)c2ccccc2S1(=O)=O,8%,2%,10%,0%,2%,-3,-2,5,-4%,18
COCC(C)n1c(SCC(=O)Nc2nccs2)nc2ccccc2c1=O (stereo not given),6%,16%,.,.,-3%,0,.,24,.,4
N#Cc1ccc(OCC(=O)Nc2cc(S(=O)(=O)N3CCCCC3)ccc2N2CCCCC2)cc1,2%,0%,5%,0%,2%,-2,1,-13,-8%,-2
COC(=O)c1nc(NC(=O)c2ccc(Br)cc2)n[nH]1,.,9%,29%,4%,3%,-1,0,-13,-3%,-1
CCN(CC(=O)NCc1cccs1)C(=O)c1cc(S(=O)(=O)N2CCCCC2)ccc1Cl,7%,?,.,.,.,-2,.,2,.,3
COc1cc2c(cc1OC)/C(=C/C#N)NC(C)(C)C2,6%,1%,15%,7%,0%,7,0,6,14%,-1
Cc1ccc(NC(=O)C2CCCN(S(=O)(=O)c3cccs3)C2)cc1 (stereo not given),5%,-11%,10%,-4%,2%,3,-2,1,-11%,9
CCOC(=O)c1ccc(-c2ccc(C(=O)Nc3cccnc3)o2)cc1,8%,-29%,11%,1%,-1%,10,-6,20,?,13
CCn1cc(C(=O)NCCCN2CCCC(C)C2)c(=O)c2cc(S(=O)(=O)N3CCc4ccccc4C3)ccc21 (stereo not given),2%,-51%[inhibitor],-1%,-1%,-2%,2,0,-16,4%,8
O=C(NCCC(=O)N1CCN(S(=O)(=O)c2ccccc2Cl)CC1)Nc1ccccc1,6%,-13%,.,.,-2%,23,.,3,.,2
COc1ccc(CNC(=O)Cc2nn(C)c(=O)c3ccccc23)cc1,3%,-48%[inhibitor],1%,0%,3%,3,2,6,-6%,-2
CS(=O)(=O)CCC(C(=O)N1CCOCC1)N1C(=O)c2cc(Cl)c(Cl)cc2C1=O (stereo not given),-3%,-22%,-3%,0%,4%,3,0,-3,?,-2
Cc1cc(C)c(C#N)c(Oc2ccccc2)n1,-2%,-3%,8%,-2%,-1%,-4,5,37,2%,-3
O=C(CCCc1nc2ccccc2s1)NCc1cccnc1,-5%,9%,-8%,-1%,3%,-18,0,11,1%,19
